# Mito fusion yeast: inhibitors of mitochondrial division or activators of mitochondrial fusion. S. cerevisiae fusion-defective mutant growth rescue, CellTiterGlo 48 h. Potency, µM (top dose mostly 46.1 µM), without a hit: top-dose growth rescue (activation), hits mostly activators. hit rate 0.23% among 320,000. AID 485298;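 also: potency is read from the fitted curve at half-maximal effect; % of control where 0% means no effect; nearly all actives have a fitted effect of over 45% in size; temperature-sensitive fusion mutants such as fzo1-1 at 37 °C on non-fermentable ethanol glycerol medium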
#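 Luminescent cell viability in 1536-well qHTS format served as the measure of rescued growth in ts fusion-mutant S. cerevisiae cultured on non-fermentable YPEG for 48 hours at 37C.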
# AT treatment: potential ataxia-telangiectasia treatments restoring KAP-1 phosphorylation. […] A-T fibroblasts, KAP-1 phosphorylation AlphaLISA; neocarzinostatin DNA damage 30 min before lysis. Potency, µM (highest dose often 57.5 µM), without a hit: at the top dose activation, usual class: activators. hit rate 0.19% among 320,000. AID 485349; also: potency is read from the fitted curve at half-maximal effect; % of control where 0% means no effect; nearly all actives have a fitted effect of over 45% in size
#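 hTERT-immortalized A-T patient fibroblasts ([…]), 500 cells/well in OPTI-MEM, 1% FBS, got compounds for 60 min, then NCS for 30 min at 37C. Lysates were then assayed for phospho-KAP-1 by AlphaLISA (anti-pKAP1 donor, anti-KAP1 acceptor beads), 6 hr at 25C.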
# PTAP TSG101 blk: blocks PTAP/TSG101 interaction to inhibit HIV-1 budding | Q99816 | Fluorescence polarization, FITC-PTAP peptide / Tsg101 binding | Potency, µM (series often up to 115 µM), without a hit: at the highest dose activity change, negative = inhibition, hits mostly inhibitors | 340,000 tested, under 10 active; active = well fitted inhibition curve with a large enough effect in the main read-out, with a control signal flat, not every such curve was filed as active; inconclusive = small, poorly fitted or top-dose-only effect, or effect the other way, or a change in a side signal; inactive = no such curve, though single readings can be large or run the other way; also: potency is read from the fitted curve at half-maximal effect; % of control where 0% means no effect
#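 Fluorescence anisotropy tracks displacement of a FITC-tagged PTAP peptide (50 nM) from the Tsg101 binding domain (10 uM), following a 20 min room-temperature incubation at pH 7.5.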
# Menin MLL FP TR: menin-MLL binding inhibition, Texas Red mutant peptide; O00255; Menin + Texas Red MLL mutant peptide, fluorescence polarization; Potency, µM (top dose mostly 61.6 µM), inactives show at the highest dose FP activity change, negative = inhibition, actives largely listed as inhibitors; hit rate 0.23% among 270,000; AID 1768; active = well fitted inhibition curve with a large enough effect in the polarisation, with a control signal flat, not every such curve was filed as active; inconclusive = small, poorly fitted or top-dose-only effect, or effect the other way, or a change in a side signal; inactive = no such curve, though single readings can be large or run the other way; the % refers to the polarisation; also: potency is read from the fitted curve at half-maximal effect; % of control where 0% means no effect; many of its hits are not listed in these tables
# MBNL1 CUG block: MBNL1-poly(CUG) RNA binding inhibition | Q9NR56 | TR-FRET MBNL1-His/biotin-(CUG)12 binding, 665/545 ratio | Potency, µM (top dose mostly 57.5 µM), for the others: top-dose activity change, negative = inhibition, usual class: inhibitors | hit rate 0.036% among 280,000; active = well fitted inhibition curve with a large enough effect in the signal ratio, with a control signal flat, not every such curve was filed as active; inconclusive = small, poorly fitted or top-dose-only effect, or effect the other way, or a change in a side signal; inactive = no such curve, though single readings can be large or run the other way; the % refers to the signal ratio; also: potency is read from the fitted curve at half-maximal effect; % is scaled to controls: 0 for no effect and ±100 for the full control effect
#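 TR-FRET readout: Ex 340 nm, 665/545 nm emission ratio, normalized to buffer-only (basal) and MBNL1-(CUG)12 controls. Complex of MBNL1-His with Biotin-(CUG)12, compounds 92 nM–58 uM, incubated 60 min at room temperature.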
# TSHR antagonist: antagonists of human thyroid stimulating hormone receptor; hit rate 0.2% among 330,000; TSHR-expressing cells, TSH-stimulated cAMP HTRF, 2 h; stronger effect = lower value; P16473; activity change, negative = inhibition, % at 11.5 µM;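 active = activity change below a set negative limit, meaning inhibition stronger than a set level, cut at about -70% in these data; inconclusive = activity change between two set negative limits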; also: % is scaled to controls: 0 for no effect and ±100 for the full control effect
# Target sequence (P16473 whole entry, looked up): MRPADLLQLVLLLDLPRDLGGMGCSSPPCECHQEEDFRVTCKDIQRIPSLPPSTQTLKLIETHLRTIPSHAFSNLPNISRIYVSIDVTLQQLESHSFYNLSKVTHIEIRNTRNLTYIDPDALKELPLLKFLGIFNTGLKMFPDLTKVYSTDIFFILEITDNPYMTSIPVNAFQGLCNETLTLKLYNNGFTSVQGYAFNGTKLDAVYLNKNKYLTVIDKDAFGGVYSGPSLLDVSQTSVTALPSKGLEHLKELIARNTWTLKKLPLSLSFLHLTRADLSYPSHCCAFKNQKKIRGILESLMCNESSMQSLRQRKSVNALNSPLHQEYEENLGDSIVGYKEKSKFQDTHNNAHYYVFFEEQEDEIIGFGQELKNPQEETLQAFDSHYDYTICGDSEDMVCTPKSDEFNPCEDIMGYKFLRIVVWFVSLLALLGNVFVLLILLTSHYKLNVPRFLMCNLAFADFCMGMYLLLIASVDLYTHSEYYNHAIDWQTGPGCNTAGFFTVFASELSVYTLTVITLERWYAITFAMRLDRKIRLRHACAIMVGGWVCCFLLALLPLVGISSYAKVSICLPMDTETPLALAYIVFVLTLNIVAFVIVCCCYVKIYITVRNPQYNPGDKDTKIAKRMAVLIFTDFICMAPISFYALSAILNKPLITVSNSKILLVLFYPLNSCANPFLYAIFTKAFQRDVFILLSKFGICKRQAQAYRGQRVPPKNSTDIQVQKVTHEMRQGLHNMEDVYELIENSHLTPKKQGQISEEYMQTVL
#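 Competitive HTRF cAMP read-out (cryptate anti-cAMP antibody, cAMP-d2; 30 min, room temperature) in freshly harvested TSHR cells. Compounds added before TSH at EC80 (4nM final), followed by 2 hours' incubation at 37 deg C.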
# TCR act: activates T cell receptor signaling; primary human leukocytes, anti-CD3, IL-2 HTRF, 48 h; Potency, µM (series often up to 9.22 µM), inactives show at the top dose activation of IL-2 secretion, hits mostly activators; 330,000 tested, under 10 active; also: % of control where 0% means no effect
#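 Readout: HTRF IL-2, Eu-cryptate/d2 antibody pair, 320nm excitation, 665nm emission. Stimulus: a-CD3 beads, no co-stimulation. Cells: primary human leukocytes. Exposure: 48 hr with compound.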
# a7 integrin act: integrin-mediated muscular dystrophy alleviation activation. alpha7betagal myoblasts, beta-gal FDG fluorescence, 48 h. Potency, µM (series often up to 38.3 µM), for the others: at the highest dose activation, most hits filed as activators. hit rate 0.064% among 350,000. AID 624291;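 also: potency is read from the fitted curve at half-maximal effect; 100% = response of the positive control SU9516; nearly all actives have a fitted effect of over 60% in size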
#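 Alpha7betagal+/- myoblasts (passage 13) were plated 16-24 hr, then exposed to compounds (1:260 dilution of DMSO stock) for 48 hours at 37C. After MPER lysis, β-galactosidase reporter activity was read as FDG fluorescence (ex 480/em 540) after 30 minutes.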
# ASM inhibitor: inhibitors of human secretory acid sphingomyelinase | P17405 | placental ASM, HMU-PC fluorogenic substrate, 60 min | Potency, µM (highest dose often 57.5 µM), without a hit: at the highest dose activity change, negative = inhibition, hits mostly inhibitors | hit rate 0.006% among 340,000 | AID 504937; also: potency is read from the fitted curve at half-maximal effect
#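 Human placenta-derived ASM enzyme was preincubated with compound for 10 minutes at room temperature, then given fluorogenic substrate HMU-PC0 (9 uM final) for 60 minutes at 37 °C; a pH 10 stop preceded fluorescence reading at Ex 386/Em 447 nm.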
# MLL CXXC-DNA inh: blocks binding of human MLL CXXC domain to DNA | Q03164 | hit rate 0.037% among 290,000 | MLL-CXXC / FITC-HOXA9 DNA fluorescence polarization | Potency, µM (titrated, usually from 115 µM), for the others: at the highest dose activity change, negative = inhibition, actives largely listed as inhibitors; active = well fitted inhibition curve with a large enough effect in the polarisation, with a control signal flat, not every such curve was filed as active; inconclusive = small, poorly fitted or top-dose-only effect, or effect the other way, or a change in a side signal; inactive = no such curve, though single readings can be large or run the other way; the % refers to the polarisation; also: potency is read from the fitted curve at half-maximal effect
#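 Steps: dispense CXXC domain solution (7 uM) → pin compounds or unlabeled HOX-A9 DNA control → 5 min ambient → add FLSN-HOX-A9 solution (50 nM) → spin → 30 min ambient → fluorescence polarization. Tris pH 7.5/NaCl/DTT/BSA buffer.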
# * marks the source's active call; other numbers are inactive results; ? = inconclusive; / = no result given; [ ] = dose if it differs, or a comment. Unless noted, calls follow the shape of the dose curve; as a rule, active = well fitted curve in the direction sought with a large enough effect; inconclusive = small, poorly fitted or top-dose-only effect, or another doubt; inactive = no such curve, though single readings can be large; an effect the other way counts as inactive or inconclusive. A portion of the library; rates above refer to the full screens.
# Order of results: PTAP TSG101 blk, MLL CXXC-DNA inh, TCR act, ASM inhibitor, a7 integrin act, MBNL1 CUG block, AT treatment, Menin MLL FP TR, TSHR antagonist, Mito fusion yeast
O=C(Nn1c(Cc2cccs2)nc2ccccc2c1=O)c1ccc(F)c(F)c1
→ -5%, 6%, 9%[46.1 µM], 0%, 21%, ?, /, -10%, -6, 1%
CC(C(=O)NC1CCCC1)N1CCN(Cc2ccccc2)CC1 (stereo not drawn)
→ -1%, 11%, 0%, 0%, 28%, /, 13%, -22%, -24, 7%
O=C(/C=C/c1cccs1)c1ccc(NC(=O)c2cccc(Br)c2)cc1
→ -1%, 10%, /, -8%, -15%, 12%, 4%, ?, -21, 19%
Cc1cc(C)n2nc(CC(=O)NC3CCCCCC3)nc2n1
→ /, 0%, /, 3%, -8%, -3%, -3%, 2%, 17, 3%
COc1ccc(C(=O)NC2CCCc3c2cnn3-c2cccc(C)c2C)c(OC)n1 (stereo not drawn)
→ -8%, -6%, -3%, -3%, -43%, 5%, 13%, ?, ?, -6%
COc1ccc(C(NC(=O)/C=C/c2ccco2)c2ccc(OC)cc2)cc1
→ -3%, 3%, 4%[46.1 µM], 1%, -6%, 2%, 4%, ?, -6, -8%
COC(=O)C(C)Oc1ccc(-c2nccc(-c3ccccn3)n2)cc1 (stereo not drawn)
→ 0%, 0%, -7%, 3%, -11%, -9%, 42%, 21%, -1, -30%
COc1ccc(C2=NN(C(=O)CN3CCOCC3)C(c3nc4ccccc4[nH]3)C2)cc1 (stereo not drawn)
→ -8%, 0%, 1%, -4%, 1%, 4%, 7%, -13%, -8, 18%
O=C(CSc1nc2nn(-c3ccccc3)c(=O)c-2c2n1CCCCC2)NCCCc1ccccc1
→ -4%, -1%, 6%, -12%, -8%, ?, -11%, ?, -14, 5%
COCCNC(=O)/C(C#N)=C/c1c(N2CCCCCC2)nc2ccccn2c1=O
→ 1%, 52%[activator], -3%, 199%[activator], -7%, ?, -20%, 1%, 21, 12%
COc1cc(-c2nc(S(=O)(=O)c3ccc(C)cc3)c(N3CCOCC3)o2)cc(OC)c1OC
→ -2%, ?, -3%, 1%, 17%, ?, 9%, -23%, -18, -6%
Cc1cccc2[nH]c(CCNC(=O)C3CCC(=O)N(CCc4cccc(F)c4)C3)nc12 (stereo not drawn)
→ -10%, -8%, 2%, 1%, -17%, -4%, -14%, /, -1, 1%
CCCCCOC(=O)C1=C(C)NC(=O)NC1c1ccc(N(C)C)cc1 (stereo not drawn)
→ 2%, 20%, -8%, 0%, 3%, 4%, 3%, -11%, -3, 1%
COc1ccc(NC(=O)COC(=O)c2ccc(S(=O)(=O)N(C)c3ccccc3OC)cc2)c(OC)c1
→ /, 2%, /, /, /, -7%, 4%, -19%, 5, 7%
CCOc1ccc(S(=O)(=O)N2CCN(Cc3ccc4c(c3)OCO4)CC2)cc1Cl
→ -1%, -2%, 2%, 4%, 10%, -6%, 4%, 12%, 3, ?
COc1cc(C(C)=O)ccc1OCC(=O)Nc1ccc(C)c(S(=O)(=O)N2CCCCCC2)c1
→ 1%, /, 11%, -9%, -7%, /, 3%, /, -44, 11%
COc1cccc(CNS(=O)(=O)c2ccc3c(c2)N(C(C)=O)CCO3)c1
→ -1%, 1%, 3%, 2%, -3%, -2%, 2%, -25%, -5, 1%
Cc1cccc(OCCCC(=O)NC(C)c2ccccc2)c1 (stereo not drawn)
→ 0%, -19%, -3%, -1%, 0%, 10%, -3%, -6%, -9, 4%
Cc1ccc(NS(=O)(=O)c2ccc3[nH]c(=O)oc3c2)c(C)c1
→ -2%, 11%, -3%, -1%, 18%, -1%, 8%, /, -9, 3%
Cc1ccc(S(=O)(=O)N(CC(O)CN2C(=O)NC(C)(C)C2=O)c2cccc(C)c2)cc1 (stereo not drawn)
→ -3%, -20%, 3%, 4%, -2%, 8%, 35%, /, -2, 2%
O=C(NCc1ccc(F)cc1)C1CCN(S(=O)(=O)c2ccc(Cl)cc2)CC1
→ -1%, -7%, -7%, 6%, ?, 1%, -2%, 0%, 4, -1%
CC1(C)Cc2c(c(N3CCOCC3)nc3sc(C(=O)N4CCCCC4)c(N)c23)CO1
→ -3%, -1%, -3%[46.1 µM], 271%[activator], 12%, -11%, 26%, 3%, -14, -1%
CC1CCC2(CC1)NC(CO)(CO)CO2 (stereo not drawn)
→ -2%, 0%, 0%[46.1 µM], -1%, 17%, -8%, 2%, -11%, 0, -1%
COc1ccccc1/C=C/C(=O)c1ccc(NC(C)=O)cc1
→ -1%, 15%, -1%[46.1 µM], 14%, -43%[inhibitor], -14%, 8%, 29%, -2, ?
CCC(=O)Oc1ccc(NC(=O)CSCc2ccccc2)cc1
→ -9%, 14%, 0%, 1%, ?, -4%, -5%, 3%, 1, 0%
COc1ccc2c(c1)c(=O)c(C(=O)c1ccc(Cl)cc1)cn2CC(=O)Nc1ccc(F)cc1
→ -6%, 31%[activator], -3%, 0%, 6%, 43%[activator], 16%, 7%, 1, -3%
Cc1nc2cc(C(F)(F)F)ccc2n1C
→ -4%, 3%, -4%, 1%, 6%, -5%, -11%, -17%, 0, 20%
O=C(COC(=O)CN1C(=O)C2CCCCC2C1=O)NCc1ccc(Cl)cc1Cl (stereo not drawn)
→ -5%, /, 8%, 6%, 10%, /, 0%, /, -32, 0%
O=C(O)c1ccc(OCC2CCCO2)cc1 (stereo not drawn)
→ -2%, 7%, -8%, 2%, 12%, -1%, 1%, -3%, 0, 0%
O=C(Cn1c(CN2CCCCC2)nc2ccccc2c1=O)NCc1ccco1
→ -5%, -1%, -9%, 1%, -19%, 7%, -9%, -16%, 7, -1%

# (listing goes on)
# Order of results: PTAP TSG101 blk, MLL CXXC-DNA inh, TCR act, ASM inhibitor, a7 integrin act, MBNL1 CUG block, AT treatment, Menin MLL FP TR, TSHR antagonist, Mito fusion yeast
CC1(C)CC(=O)C/C(=N\NC(=S)NCc2ccccc2)C1
→ -1%, 8%, 5%, 4%, 2%, 0%, -3%, -25%, 6, -10%
CCOc1ccc(CCNC(=O)CN2CCN(Cc3ccccc3C)C2=O)cc1OCC
→ -2%, 5%, -4%, 11%, 4%, -6%, -11%, -7%, 11, 9%
O=C(C#Cc1cccc([N+](=O)[O-])c1)c1ccccc1
→ /, -4%, /, /, /, 3%, 7%, 2%, -45, -12%
CCCC(=O)N1CCN(c2nc3ccc(CC)cc3s2)CC1
→ -4%, -13%, 15%, 3%, 0%, -7%, 17%, /, -1, 0%
COc1cccc(CC(=O)OC(C)C(=O)Nc2ccc(N3CCOCC3)cc2)c1 (stereo not drawn)
→ -3%, /, 6%, 10%, 8%, /, 6%, /, 3, 2%
NS(=O)(=O)c1ccc(CCNC(=O)c2ccc[nH]c2=S)cc1
→ 1%, -7%, 4%, 1%, -4%, 4%, 6%, -7%, 0, -62%[inhibitor]
Cc1ccccc1N1CC(C(=O)Nc2nnc(SCc3cccnc3)s2)CC1=O (stereo not drawn)
→ -7%, ?, -3%, 9%, 15%, 12%, 1%, 3%, -11, 2%
CC1(C)Cc2cccc(C(=O)Nc3ccncc3)c2O1
→ -2%, 2%, 3%, -2%, -20%, -12%, 3%, /, 6, -1%
COc1cccc(C(=O)NCC(c2cccs2)N2CCc3ccccc32)c1 (stereo not drawn)
→ 1%, /, -3%, -10%, 25%, /, -2%, /, 12, 16µM*
CC1CC(C)CN(CC(C)(C)NS(=O)(=O)c2ccc(Cl)cc2)C1 (stereo not drawn)
→ -5%, 5%, -2%, 0%, 6%, -11%, -4%, -5%, 11, 11%

# 2 of the compounds above, in CSV form:
Molecule,PTAP TSG101 blk,MLL CXXC-DNA inh,TCR act,ASM inhibitor,a7 integrin act,MBNL1 CUG block,AT treatment,Menin MLL FP TR,TSHR antagonist,Mito fusion yeast
CC1(C)Cc2cccc(C(=O)Nc3ccncc3)c2O1,-2%,2%,3%,-2%,-20%,-12%,3%,/,6,-1%
COc1cccc(C(=O)NCC(c2cccs2)N2CCc3ccccc32)c1 (stereo not drawn),1%,/,-3%,-10%,25%,/,-2%,/,12,16µM*

# High-throughput results (PubChem BioAssay)
